Screens (PubChem)
Avidin bead fluor – avidin bead compound fluorescence profile | Avidin beads, compound fluorescence 488/530 nm, flow cytometry; active compounds read high | fluorescence (KMESF) at 10 µM | hit rate 0.38% among 220,000 | AID 1775; in the data active = fluorescence above about 47; note: inactives centre near 10
Pf gamet viab – inhibitors of late stage P. falciparum gametocyte viability | AID 743093 | inhibition, % at 10.9 µM | hit rate 0.065% among 150,000 | P. falciparum stage V gametocytes, ATP luminescence, 24 h;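 active = inhibition above the mean plus 3 SD of compounds within the control limits, set per campaign, cut at about 38% in these data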;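 note: 0% = DMSO wells and 100% = medium only without gametocytes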
Mcl1 Noxa PPI – Mcl-1/Noxa interaction inhibition. Q07820. TR-FRET Mcl-1/Noxa peptide binding, 2 h. inhibition, % at 21.7 µM. hit rate 1.5% among 220,000;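 active = compounds that cut the protein-peptide binding signal by more than 50% relative to plate controls in a single-dose test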;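 note: His-tagged Mcl-1 with rhodamine Noxa BH3 peptide and terbium anti-His antibody; 0% = Mcl-1 plus Noxa peptide wells and 100% = peptide-only wells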
ABCB1 inh – blocks JC-1 efflux by human ABCB1 transporter. inhibition, % at 6.6 µM. hit rate 0.067% among 190,000. AID 1326. CCRF-Adr cells, flow cytometry. P08183; in the data active = inhibition above about 40%;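 note: 0% = vehicle and 100% = reference inhibitor; higher value means more JC-1 retained so stronger ABCB1 efflux block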
Rab7 wt modul – modulators of GTP binding to dog Rab7 wildtype GTPase; GST-Rab7 beads, fluorescent GTP binding, flow cytometry; actives lie on both sides; untreated = 100%, excess cold GTP = 0%; GTP binding activity (percent of control), % at 10 µM; hit rate 0.055% among 190,000;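 active = fluorescent GTP binding to Rab7 beads changed by at least 20 points from the 100% baseline, either direction, mostly lower; inconclusive = compound itself probably fluorescent, or too few beads counted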;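 note: median green fluorescence of bound Bodipy-FL-GTP per Rab7 bead population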
Cdc42 wt GTP – modulators (inhibitors or activators) of GTP binding to human Cdc42 wildtype; P60953; GST-Cdc42 beads, Bodipy-GTP binding, flow cytometry; actives lie on both sides; percent activity (GTP binding), % at 10 µM; hit rate 0.2% among 190,000; AID 761;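 active = percent activity GTP binding at least 20 points away from the 100% baseline, either down as inhibitor or up as activator; inconclusive = compound flagged as likely green fluorescent from well-wide comparison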;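 note: median bead fluorescence of bound Bodipy-FL-GTP at 100 nM; 0% = excess unlabeled GTP control and 100% = no compound control; below 100% means less GTP binding so inhibitor and above means activator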
Target sequence (P60953 whole entry, looked up): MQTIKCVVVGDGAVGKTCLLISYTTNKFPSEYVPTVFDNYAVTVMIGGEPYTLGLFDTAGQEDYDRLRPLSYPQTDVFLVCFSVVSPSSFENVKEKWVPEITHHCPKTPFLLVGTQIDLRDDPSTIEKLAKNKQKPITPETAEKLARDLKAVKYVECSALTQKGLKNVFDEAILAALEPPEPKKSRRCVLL
Rac1 act GTP bind – human Rac1 activated mutant GTP binding change | P63000 | percent activity (GTP binding), % at 10 µM | hit rate 0.11% among 190,000 | GST-Rac1 activated beads, fluorescent GTP binding, flow cytometry; actives lie on both sides; 100% means binding = to untreated wells | AID 764;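 active = GTP binding at least 20 percentage points away from the 100% baseline, in either direction, so actives lie on both sides; inconclusive = Compound likely fluorescent itself, or too few beads counted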
Rab2 wt GTP – changes GTP binding to wildtype dog Rab2A, up or down; hit rate 0.19% among 190,000; GST-Rab2 wt beads, Bodipy-GTP binding, flow cytometry; GTP binding activity, % at 10 µM;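 active = GTP binding activity at least 20 points away from 100%, either lowered or raised; inconclusive = signal likely due to the compound's own green fluorescence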;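 note: 0% = beads with excess unlabeled GTP and 100% = no-compound control corrected for plate trend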
Rac1 wt modul – human Rac1 wildtype GTP binding, inhibitors and activators | P63000 | GST-Rac1 beads, fluorescent GTP binding, flow cytometry; actives lie on both sides; 0 = cold GTP competed, 100 = untreated | GTP binding activity (% of control), % at 10 µM | hit rate 0.27% among 190,000 | AID 757;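 active = GTP binding activity at least 20 points away from the 100% control level, either lower or higher; inconclusive = compound flagged as likely green fluorescent, judged across all proteins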
ABCG2 inh – blocks JC-1 efflux by human ABCG2 transporter; inhibition, % at 6.6 µM; IgMXP3 cells, flow cytometry; hit rate 0.1% among 190,000;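 active = inhibition above 80%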;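 note: 0% = DMSO and 100% = nicardipine control wells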
Target sequence (Q9UNQ0 whole entry, looked up): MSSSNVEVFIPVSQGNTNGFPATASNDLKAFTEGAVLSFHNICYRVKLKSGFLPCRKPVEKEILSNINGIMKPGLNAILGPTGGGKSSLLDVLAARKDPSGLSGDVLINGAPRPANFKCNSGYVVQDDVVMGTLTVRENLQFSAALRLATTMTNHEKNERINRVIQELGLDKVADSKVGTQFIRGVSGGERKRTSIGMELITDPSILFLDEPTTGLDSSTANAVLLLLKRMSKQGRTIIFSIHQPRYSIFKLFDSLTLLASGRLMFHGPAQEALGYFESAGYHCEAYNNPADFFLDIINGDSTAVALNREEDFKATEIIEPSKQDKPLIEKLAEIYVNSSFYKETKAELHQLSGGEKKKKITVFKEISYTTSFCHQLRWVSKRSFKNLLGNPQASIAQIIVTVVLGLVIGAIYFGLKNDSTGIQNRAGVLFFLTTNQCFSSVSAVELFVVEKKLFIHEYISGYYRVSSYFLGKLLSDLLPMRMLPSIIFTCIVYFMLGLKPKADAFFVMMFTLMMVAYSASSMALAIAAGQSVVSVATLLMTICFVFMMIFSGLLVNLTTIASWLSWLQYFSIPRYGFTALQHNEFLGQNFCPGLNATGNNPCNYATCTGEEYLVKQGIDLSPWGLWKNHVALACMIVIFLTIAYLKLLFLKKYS
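Test system: ABCG2 IgMXP3 and barcoded ABCB1 CCRF-Adr cell mix; Schedule: cells with compound and JC-1, 10 min at 25 °C, rotating, no wash; Technique: flow cytometry of retained JC-1 fluorescence; Measure: % inhibition of efflux relative to nicardipine and DMSO; Controls: nicardipine high and DMSO low controls.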
HRas wt GTP bind – modulators of GTP binding to human HRas wildtype. hit rate 0.14% among 190,000. GST-Ras wt beads, Bodipy-FL-GTP binding, flow cytometry; actives lie on both sides. P01112. AID 759. GTP binding activity, % at 10 µM;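 active = GTP binding activity at least 20% away from the 100% baseline, either lowered as inhibitor or raised as activator; inconclusive = flagged as likely green fluorescent, judged across all proteins in the well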;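 note: 0% = unlabeled GTP competition control and 100% = no-compound control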
Target sequence (P01112 whole entry, looked up): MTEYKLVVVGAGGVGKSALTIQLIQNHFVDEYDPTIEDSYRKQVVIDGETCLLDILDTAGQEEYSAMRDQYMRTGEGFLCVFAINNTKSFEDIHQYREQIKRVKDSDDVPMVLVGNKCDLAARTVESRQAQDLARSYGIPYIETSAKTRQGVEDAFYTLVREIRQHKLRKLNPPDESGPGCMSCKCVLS
Active calls of the source: *; ? = inconclusive; nt = no result given.

1) Cn1c(=O)c2c(nc(SCCN3CCOCC3)n2Cc2ccccc2Cl)n(C)c1=O
2) COCCN(Cc1cc2cc3c(cc2nc1Cl)OCO3)C(C)=O
3) COc1ccc(CC(=O)Nc2c3c(nn2-c2cccc(C)c2C)CS(=O)C3)cc1OC (centres undefined)
4) CC(C)c1ccc(NC(=O)C2C3C=CC4(CN(Cc5cccnc5)C(=O)C24)O3)cc1 (centres undefined)
5) CC1=NN(Cc2ccccc2)C(=O)C1C(c1ccc(Cl)cc1)C(C#N)C#N (centres undefined)

Assay by compound,1,2,3,4,5
Avidin bead fluor,26,12,23,20,9
Pf gamet viab,nt,-8,0,-17,-2
Mcl1 Noxa PPI,9,5,18,20,25
ABCB1 inh,0.9,1.6,0.8,0.1,0.3
Rab7 wt modul,98,102,100,105,97
Cdc42 wt GTP,103,102,102,98,91
Rac1 act GTP bind,99,97,98,97,95
Rab2 wt GTP,99,103,101,100,94
Rac1 wt modul,102,101,103,98,94
ABCG2 inh,4,7,8,0,3
HRas wt GTP bind,99,102,99,101,96

6) O=C(Nc1ccccn1)c1ccc(=O)[nH]n1
7) O=C(c1cccnc1)C1CCCN(Cc2nc(Cc3ccccc3F)no2)C1 (centres undefined)
8) Cc1ccc(CNC(=O)CS(=O)(=O)c2ccccc2)cc1
9) Cn1cc(CCC(=O)N2CCCC(CCC(=O)NCc3ccc(F)c(F)c3)C2)cn1 (centres undefined)
10) Cc1cc(C2(c3ccc(O)c(C)c3)C(=O)Nc3ccccc32)ccc1O

Assay by compound,6,7,8,9,10
Avidin bead fluor,9,11,13,7,8
Pf gamet viab,10,15,8,2,16
Mcl1 Noxa PPI,0,13,-8,10,16
ABCB1 inh,0.1,2.6,0.5,2.0,0.3
Rab7 wt modul,97,97,101,97,101
Cdc42 wt GTP,100,99,99,98,101
Rac1 act GTP bind,99,99,97,96,101
Rab2 wt GTP,99,98,99,97,100
Rac1 wt modul,103,100,102,97,100
ABCG2 inh,1,6,-1,4,9
HRas wt GTP bind,100,98,98,97,102

11) COC(=O)/C(=C/c1cn(C)c2ccccc12)[N+](=O)[O-]
12) CCOC(=O)Cc1c(C)c2ccc(N(CC)CC)cc2oc1=O
13) Cc1ccccc1NC(=O)/C(=C\c1cccs1)NC(=O)c1ccccc1
14) COc1cc(/C=N/OCC(=O)NC2CCS(=O)(=O)C2)ccc1OC(F)F (centres undefined)
15) CCOC(=O)Nc1nc2ccccc2s1

Assay by compound,11,12,13,14,15
Avidin bead fluor,3,30,16,12,11
Pf gamet viab,nt,nt,nt,13,nt
Mcl1 Noxa PPI,22,2,10,-5,6
ABCB1 inh,-0.8,0.3,0.2,0.2,0.5
Rab7 wt modul,96,97,95,105,96
Cdc42 wt GTP,98,95,106,96,94
Rac1 act GTP bind,92,94,100,96,95
Rab2 wt GTP,95,95,104,100,96
Rac1 wt modul,94,94,103,98,96
ABCG2 inh,-2,1,4,4,8
HRas wt GTP bind,96,96,105,99,96

One compound at a time, from the list above:
`CCOC(=O)Cc1c(C)c2ccc(N(CC)CC)cc2oc1=O` across the screens: Avidin bead fluor: 30; Pf gamet viab: nt; Mcl1 Noxa PPI: 2; ABCB1 inh: 0.3; Rab7 wt modul: 97; Cdc42 wt GTP: 95; Rac1 act GTP bind: 94; Rab2 wt GTP: 95; Rac1 wt modul: 94; ABCG2 inh: 1; HRas wt GTP bind: 96
`Cc1ccccc1NC(=O)/C(=C\c1cccs1)NC(=O)c1ccccc1` across the screens: Avidin bead fluor: 16; Pf gamet viab: nt; Mcl1 Noxa PPI: 10; ABCB1 inh: 0.2; Rab7 wt modul: 95; Cdc42 wt GTP: 106; Rac1 act GTP bind: 100; Rab2 wt GTP: 104; Rac1 wt modul: 103; ABCG2 inh: 4; HRas wt GTP bind: 105

The list goes on.
16) O=C1CC(c2ccccc2)c2c(O)cc(O)cc2O1 (centres undefined)
17) Cc1cc(Cl)ccc1OCCn1cncn1
18) Cc1c(NC(=O)CSc2nnc(-c3cccc(Cl)c3)o2)c(=O)n(-c2ccccc2)n1C
19) Cc1cc(C(=O)N/N=C(\CCC(=O)O)c2cccs2)c2ccccc2n1
20) COc1cc(Cl)c(C)cc1NC(=O)COC(=O)c1cc(SC)ccc1Cl

Assay by compound,16,17,18,19,20
Avidin bead fluor,15,11,8,15,20
Pf gamet viab,5,1,-10,-6,4
Mcl1 Noxa PPI,-1,-4,11,0,-14
ABCB1 inh,0.3,0.8,0.5,0.1,1.1
Rab7 wt modul,101,107,94,94,98
Cdc42 wt GTP,106,98,96,91,99
Rac1 act GTP bind,99,97,92,90,97
Rab2 wt GTP,106,102,90,90,96
Rac1 wt modul,103,102,93,82,100
ABCG2 inh,0,6,1,1,9
HRas wt GTP bind,106,99,95,90,98

21) COc1ccc(NC(=S)Nc2cccnc2)c(OC)c1
22) Cc1cc(=O)n2[nH]c(-c3ccc(Cl)cc3)cc2n1
23) Cc1cc(C)c2[nH]c(=O)c(C(c3nnnn3C(C)(C)C)N(Cc3ccco3)CC3CCCO3)cc2c1 (centres undefined)
24) Cc1nonc1OCCNc1ccc([N+](=O)[O-])cc1
25) CCCn1c(-c2ccccc2)cc(SC)c(C#N)c1=O

Assay by compound,21,22,23,24,25
Avidin bead fluor,9,9,8,4,10
Pf gamet viab,-16,nt,nt,-7,7
Mcl1 Noxa PPI,9,6,-47,-1,-2
ABCB1 inh,0.5,0.6,4.0,2.6,0.4
Rab7 wt modul,98,95,99,98,92
Cdc42 wt GTP,97,101,101,100,99
Rac1 act GTP bind,97,99,102,97,98
Rab2 wt GTP,97,99,99,97,99
Rac1 wt modul,99,99,106,102,100
ABCG2 inh,3,12,2,29,7
HRas wt GTP bind,98,99,101,99,98

26) Cn1ncc(Cl)c1C(=O)NCc1ccc(Cl)cc1
27) Cc1c(CCOC(=O)c2cc([N+](=O)[O-])cc([N+](=O)[O-])c2)sc[n+]1CC(=O)c1ccccc1
28) COC1CCN(Cc2cn(Cc3ccccc3)nc2-c2cc3ccccc3o2)CC1
29) CC(NC(=O)c1cccnc1)C(c1cccs1)N1CCOCC1 (centres undefined)
30) CCc1cccc(OCCCCNCCO)c1

Assay by compound,26,27,28,29,30
Avidin bead fluor,13,9,7,6,nt
Pf gamet viab,-15,-29,5,-6,nt
Mcl1 Noxa PPI,-5,3,3,-3,17
ABCB1 inh,0.2,1.0,0.6,1.1,1.0
Rab7 wt modul,101,106,97,?,101
Cdc42 wt GTP,105,98,102,?,103
Rac1 act GTP bind,100,93,96,?,98
Rab2 wt GTP,100,102,98,?,101
Rac1 wt modul,104,94,100,?,100
ABCG2 inh,1,5,-1,12,3
HRas wt GTP bind,101,100,99,?,104

31) CC(C)C(=O)Nc1nc2ccc(S(C)(=O)=O)cc2s1
32) CNC(=O)CN1C(=O)CSc2nc(C)cc(C)c21
33) CCc1ccc(-n2c(SCc3c(C)noc3C)nnc2-c2ccncc2)cc1
34) N#CCSc1nnc(COc2ccc3ccccc3c2)o1
35) C/C(=N\S(=O)(=O)c1ccc(C)cc1)N1CCN(S(=O)(=O)c2ccccc2)C1

Assay by compound,31,32,33,34,35
Avidin bead fluor,10,21,7,3,8
Pf gamet viab,-19,nt,2,nt,17
Mcl1 Noxa PPI,-18,21,1,-5,4
ABCB1 inh,0.1,-0.2,1.0,-0.2,0.7
Rab7 wt modul,101,106,102,98,105
Cdc42 wt GTP,97,106,95,99,99
Rac1 act GTP bind,98,98,96,98,100
Rab2 wt GTP,96,101,100,98,104
Rac1 wt modul,101,105,100,103,106
ABCG2 inh,3,-1,1,0,2
HRas wt GTP bind,98,101,99,98,104

36) c1ccc(CCC2CCCCN2Cc2cn[nH]c2-c2cc3ccccc3o2)nc1 (centres undefined)
37) COC(=O)c1ccc(Oc2nc(NC(C)C)nc(SC)n2)cc1
38) O=C(NCc1ccccc1Cl)C1CC(=O)N(Cc2ccccc2)C1 (centres undefined)
39) O=c1[nH]ncc(N/N=C\c2ccncc2)c1Cl
40) O=C(CSc1nnc2scc(-c3ccc(Cl)cc3)n12)NCc1ccc2c(c1)OCO2

Assay by compound,36,37,38,39,40
Avidin bead fluor,2,9,9,11,4
Pf gamet viab,-10,2,-25,nt,nt
Mcl1 Noxa PPI,3,16,-3,7,0
ABCB1 inh,3.0,0.3,1.3,0.4,-3.4
Rab7 wt modul,105,100,95,92,101
Cdc42 wt GTP,97,101,99,93,99
Rac1 act GTP bind,95,99,96,93,99
Rab2 wt GTP,100,103,97,89,99
Rac1 wt modul,99,102,100,95,104
ABCG2 inh,14,1,11,3,-6
HRas wt GTP bind,99,103,99,91,100

41) CN(CCO)c1cc(N(C)CCO)c([N+](=O)[O-])cc1[N+](=O)[O-]
42) OCC1(Cc2cccc(Cl)c2)CCCN(Cc2sc(N3CCCC3)nc2Cl)C1 (centres undefined)
43) COc1ccc(-c2cc(C(F)(F)F)n3ncc(C(=O)N4CCCCC4c4cccnc4)c3n2)cc1 (centres undefined)
44) CS(=O)(=O)Nc1ccc(C(=O)Nc2cccc([N+](=O)[O-])c2)cc1
45) Cc1ccc(NC2(C#N)C(=O)Nc3ccccc32)cc1 (centres undefined)
46) Cc1ccc(S(=O)(=O)NCc2ccco2)cc1C(N)=O
47) O=C(Cn1c(/C=C/c2ccccc2)nc2ccccc21)Nc1ccc(F)cc1

Assay by compound,41,42,43,44,45,46,47
Avidin bead fluor,5,9,15,9,36,6,5
Pf gamet viab,nt,-3,1,9,nt,-11,-1
Mcl1 Noxa PPI,10,22,16,8,20,17,-49
ABCB1 inh,1.5,0.8,7.8,-0.1,1.4,0.2,-0.6
Rab7 wt modul,106,97,103,89,100,95,96
Cdc42 wt GTP,99,95,94,93,100,95,100
Rac1 act GTP bind,96,96,91,90,99,96,98
Rab2 wt GTP,101,98,95,91,99,95,95
Rac1 wt modul,103,98,94,92,100,97,101
ABCG2 inh,7,1,9,14,1,1,-4
HRas wt GTP bind,100,97,97,92,100,93,97
